Source: PubChem BioAssay
USP2a inh: qHTS Assay for Inhibitors of Ubiquitin-specific Protease USP2a Using CHOP2 as the Reporter. actives 0.01% (n = 330,000). AID 463254, 2010. USP2 core, Ub-CHOP2 coupled fluorogenic reporter, 485/531. Ubiquitin carboxyl-terminal hydrolase 2 (Homo sapiens), O75604. Potency, µM (doses to about 38.3 µM), without a hit: at the top dose activity change, negative = inhibition, actives largely listed as inhibitors;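 note: potency is the fitted concentration of half-maximal effect; plate controls were DMSO wells for no effect and full inhibition by NEM control for full effect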
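Deubiquitinase activity read as fluorescence (485/531 nm) after Ub-CHOP2 cleavage activates the enterokinase reporter on its substrate; USP2 core 10nM, Ub-CHOP2 and substrate 25nM each, 30min compound preincubation then 60min RT; data normalized to NEM, curves fitted.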
Tb PFK block: qHTS Assay to Find Inhibitors of T. brucei phosphofructokinase. ATP-dependent 6-phosphofructokinase (Trypanosoma brucei brucei), O15648. T. brucei PFK, ADP-Glo luminescence. Potency, µM (doses to about 57.5 µM), for the others: at the top dose activity, negative = inhibition, actives largely listed as inhibitors. actives 0.17% (n = 330,000). AID 485367, 2010;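 note: potency is the fitted concentration of half-maximal effect; 0% = uninhibited 1x PFK enzyme wells and -100% = no-enzyme wells; nearly all actives have a fitted effect of over 60% in size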
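Activity is normalized to no-enzyme wells (full inhibition) and 1.25 nM enzyme wells (no inhibition). Reaction: 0.5 mM F6P, 0.1 mM ATP, 45 min RT, ADP-Glo luminescence; concentration-response curves fitted and classed by quality.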
Chronic BCR inh: qHTS Assay to Find Inhibitors of Chronic Active B-Cell Receptor Signaling | ABC-DLBCL IkBa-CBG/CBR reporter, luminescence ratio, 4 h | Potency, µM (top dose mostly 46.1 µM), without a hit: at the highest dose ratio change, negative = lower green/red ratio, hits mostly inhibitors | actives 0.05% (n = 340,000) | AID 493014, 2011; active = well fitted inhibition curve with a large enough effect in the signal ratio, with a control signal flat, not every such curve was filed as active; inconclusive = small, poorly fitted or top-dose-only effect, or effect the other way, or a change in a side signal; the % refers to the signal ratio;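 note: potency is the fitted concentration of half-maximal effect; plate controls were basal doxycycline-induced cells for no effect and cells given 10 µM MG132 for full effect; MG132 reads +100%, hits lower the ratio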
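Cell line TMD8 (human ABC DLBCL), stably expressing tet-inducible CBG68-IkBa fusion and CBR; IMDM/0.5% FBS; cpd up to 46 uM; dox induction, 4 h, 37C/5% CO2; dual luminescence; green/red ratio; MG132 control.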
TCR act: Activators of T cell receptors: qHTS campaign; primary human leukocytes, anti-CD3, IL-2 HTRF, 48 h; Potency, µM (top dose mostly 9.22 µM), without a hit: at the highest dose activation of IL-2 secretion, hits mostly activators; 330,000 tested, under 10 active; note: % of control where 0% means no effect
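Activity was scored as IL-2 release from primary human leukocytes given only a TCR signal (a-CD3 beads) plus compound for 48 hr. Detection used a two-antibody HTRF format read at 665nm.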
TSHR antag: Antagonists of the Thyroid Stimulating Hormone Receptor: HTS campaign. TSHR-expressing cells, TSH-stimulated cAMP HTRF, 2 h; hits give low values. AID 504810, 2011. activity change, negative = inhibition, % at 11.5 µM. actives 0.2% (n = 330,000);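 active = activity change below a set negative limit, meaning inhibition stronger than a set level, cut at about -70% in these data; inconclusive = activity change between two set negative limits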; note: % is set by controls: 0 for no effect and ±100 for the full control effect
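Freshly harvested TSHR cells receive pin-tooled compound, then EC80 TSH at 4nM final. After 2 hours at 37 deg C, antibody in lysis buffer and cAMP-d2 are added; 30 minutes at ambient temperature precede the HTRF read.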
B2AR arrestin: qHTS assay of beta-arrestin-biased ligands of beta2-adrenergic receptor. Beta-2 adrenergic receptor (Homo sapiens), P07550. beta-arrestin recruitment to beta2AR, cell-based reporter. Potency, µM (titrated, usually from 46.1 µM), without a hit: at the highest dose activation, most hits filed as activators. actives 0.02% (n = 330,000). AID 492947, 2010;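 note: potency is the fitted concentration of half-maximal effect; 0% = DMSO controls and full agonism = EC100 isoproterenol or metaproterenol; nearly all actives have a fitted effect of over 65% in size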
Target sequence (P07550 whole entry, looked up): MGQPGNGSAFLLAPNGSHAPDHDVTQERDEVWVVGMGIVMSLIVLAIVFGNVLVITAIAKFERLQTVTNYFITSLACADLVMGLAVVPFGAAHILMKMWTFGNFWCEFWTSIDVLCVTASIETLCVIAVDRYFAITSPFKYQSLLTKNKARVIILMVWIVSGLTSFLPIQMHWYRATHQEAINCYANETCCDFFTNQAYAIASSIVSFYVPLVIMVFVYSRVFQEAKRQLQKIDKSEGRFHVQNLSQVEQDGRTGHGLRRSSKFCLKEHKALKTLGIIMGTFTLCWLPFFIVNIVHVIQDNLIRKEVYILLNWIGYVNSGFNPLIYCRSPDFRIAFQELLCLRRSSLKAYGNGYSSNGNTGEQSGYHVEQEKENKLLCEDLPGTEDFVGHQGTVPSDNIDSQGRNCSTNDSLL
ELG1 DNA repair: qHTS screen for small molecules that inhibit ELG1-dependent DNA repair in human embryonic kidney (HEK293T) cells expressing luciferase-tagged ELG1. HEK293T ELG1-luciferase reporter, luminescence, 16 h; DNA damage induced by 5-fluorouridine. Potency, µM (doses to about 46.1 µM), without a hit: at the highest dose activity change, negative = inhibition, most hits filed as inhibitors. actives 2.3% (n = 330,000). AID 504467, 2011; note: potency is the fitted concentration of half-maximal effect; % is set by controls: 0 for no effect and ±100 for the full control effect; nearly all actives have a fitted effect of over 55% in size
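Step one: seed 2,000 cells per well. Step two: pin-transfer compound or DMSO alongside 5-fluorouridine. Step three: incubate 16 hr, 37 °C, 5% CO2. Step four: add ONE-Glo, wait 30 min, read luminescence.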
uPA generation: qHTS for Inhibitors of Cell Surface uPA Generation | cell surface uPA generation assay, qHTS | Potency, µM (series often up to 38.3 µM), for inactives: top-dose activity change, negative = inhibition, most hits filed as inhibitors | actives 0.31% (n = 330,000) | AID 540303, 2011; active = well fitted inhibition curve with a large enough effect; inconclusive = small, poorly fitted or top-dose-only effect; inactive = no such curve, though single readings can be large or run the other way; tested in mouse RAW 264.7 cells; note: potency is the fitted concentration of half-maximal effect; % is set by controls: 0 for no effect and ±100 for the full control effect; nearly all actives have a fitted effect of over 55% in size
PTAP TSG101 blk: qHTS Assay for Iinhibitors of HIV-1 Budding by Blocking the Interaction of PTAP/TSG101; Tumor susceptibility gene 101 protein (Homo sapiens), Q99816; Fluorescence polarization, FITC-PTAP peptide / Tsg101 binding; Potency, µM (highest dose often 115 µM), inactives show top-dose activity change, negative = inhibition, actives largely listed as inhibitors; 340,000 tested, under 10 active; AID 493005, 2010; active = well fitted inhibition curve with a large enough effect in the main read-out, with a control signal flat, not every such curve was filed as active; inconclusive = small, poorly fitted or top-dose-only effect, or effect the other way, or a change in a side signal; inactive = no such curve, though single readings can be large or run the other way; note: potency is the fitted concentration of half-maximal effect; % of control where 0% means no effect
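Steps: Tsg101 binding domain dispensed (10 uM final), compounds pinned in DMSO, FITC-labeled PTAP-motif peptide added (50 nM final); after 20 min binding at room temperature, polarization measured.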
Mito fusion act: qHTS Assay for Small Molecule Inhibitors of Mitochondrial Division or Activators of Mitochondrial Fusion; S. cerevisiae fusion-defective mutant growth rescue, CellTiterGlo 48 h; Potency, µM (series often up to 46.1 µM), inactives show at the top dose growth rescue (activation), most hits filed as activators; actives 0.23% (n = 320,000); AID 485298, 2010;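 note: potency is the fitted concentration of half-maximal effect; % of control where 0% means no effect; nearly all actives have a fitted effect of over 45% in size; temperature-sensitive fusion mutants such as fzo1-1 at 37 °C on non-fermentable ethanol glycerol medium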
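Growth-rescue viability read-out: after 48 h at the non-permissive 37C in glycerol/ethanol YPEG, yeast mitochondrial fusion mutants are measured by CellTiterGlo luminescence; compounds (23 nl pinned per well) restoring growth score as division inhibitors or fusion activators.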
Eya2 phos inh: qHTS Assay for Inhibitors of the Phosphatase Activity of Eya2; Protein phosphatase EYA2 (Homo sapiens), O00167; recombinant Eya2, OMFP fluorescence dephosphorylation (OMFP is methylfluorescein phosphate); Potency, µM (top dose mostly 76.9 µM), inactives show at the top dose activity, negative = inhibition, actives largely listed as inhibitors; actives 0.006% (n = 330,000); AID 488837, 2010; note: potency is the fitted concentration of half-maximal effect; % is set by controls: 0 for no effect and ±100 for the full control effect
Target sequence (O00167 whole entry, looked up): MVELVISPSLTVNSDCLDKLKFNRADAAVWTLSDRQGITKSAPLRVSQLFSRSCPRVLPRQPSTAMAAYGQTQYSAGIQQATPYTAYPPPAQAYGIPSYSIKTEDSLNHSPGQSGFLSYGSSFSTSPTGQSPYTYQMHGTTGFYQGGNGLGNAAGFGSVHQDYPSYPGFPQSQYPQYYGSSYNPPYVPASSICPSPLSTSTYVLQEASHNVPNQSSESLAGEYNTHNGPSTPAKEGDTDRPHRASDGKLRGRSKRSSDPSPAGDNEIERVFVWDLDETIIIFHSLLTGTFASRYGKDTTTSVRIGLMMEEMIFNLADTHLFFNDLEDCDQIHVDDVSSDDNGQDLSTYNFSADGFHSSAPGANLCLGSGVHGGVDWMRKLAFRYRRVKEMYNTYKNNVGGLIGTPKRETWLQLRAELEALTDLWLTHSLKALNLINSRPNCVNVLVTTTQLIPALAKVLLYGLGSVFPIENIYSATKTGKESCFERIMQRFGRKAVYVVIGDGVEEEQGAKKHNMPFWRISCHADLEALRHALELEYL
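Eya2 (0.2 uM) preincubated 10 min at ambient with compound, then OMFP substrate added at 50 uM; 10 min reaction in 50 mM HEPES pH 7.5, 50 mM NaCl, 5 uM MgCl2, 0.05% BSA, 1 mM DTT. Fluorescence read at Ex 485/Em 525 nm.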
Numbers without * were called inactive; ? = inconclusive; . = not tested or not shown; [ ] = dose if it differs, or a comment. Unless noted, calls come from the whole dose curve; as a rule, active = well fitted curve in the direction sought with a large enough effect; inconclusive = small, poorly fitted or top-dose-only effect, or another doubt; inactive = no such curve, though single readings can be large; an effect the other way counts as inactive or inconclusive.

SMILES	USP2a inh	Tb PFK block	Chronic BCR inh	TCR act	TSHR antag	B2AR arrestin	ELG1 DNA repair	uPA generation	PTAP TSG101 blk	Mito fusion act	Eya2 phos inh
CCC(=O)Oc1ccc2c(C)cc(=O)oc2c1C(=O)CC	3%	-6%	5%	-1%	-49	4.3%	0%	1%	-7%	-3%	-13%
CCOC(=O)C1CCCN(CC(=O)Nc2nc(-c3ccccc3)cs2)C1 (configuration not stated)	4%	-1%	4%	.	-6	0.3%	?	5%	1%	6%	-5%
CC(C)(C)OC(=O)N1CCN(C(=O)c2cccnc2Cl)CC1	-1%	6%	1%	-5%	2	0.1%	0%	12%	-9%	2%	4%
Cc1ccc(S(=O)(=O)N2CCN(C(=O)CN3C(=O)CNC3=O)CC2)cc1	0%	-6%	5%	-9%	-1	-0.2%	12%	-7%	2%	1%	2%
COc1ccccc1C(c1nnnn1Cc1ccccc1)N1CCN(c2nc3ccccc3s2)CC1 (configuration not stated)	2%	-3%	5%	-5%	-32	0.4%	?	9%	2%	-23%	11%
N#C/C(=C\c1cn[nH]c1-c1ccc(Cl)cc1)C(=O)NC1CC1	-2%	2%	-1%	6%[46.1 µM]	-5	-0.2%	?	-19%	0%	-1%	-2%
Cc1ccccc1-n1nc(C)c2cc(C(=O)N3CCN(S(=O)(=O)c4ccccc4)CC3)sc21	-2%	2%	?	0%	8	0.2%	-5%	-1%	2%	3%	-9%
Cc1ccc(C(=O)Oc2ccccc2N2CCOCC2)cc1	0%	0%	-3%	7%	-5	-0.4%	5%	0%	1%	-3%	-1%
O=C(CN1CCC(NC(=O)Cc2ccccc2)CC1)Nc1ccccc1Br	6%	0%	0%	-6%[46.1 µM]	-3	3.5%	?	15%	-1%	-3%	0%
O=C(NCCCn1ccnc1)c1ccc(OCC(F)(F)F)cc1	3%	2%	3%	-3%	6	0.1%	12%	0%	-1%	16%	6%
O=C(NCc1ccc(Cl)cc1)c1ccc(N2CCCC2=O)cc1	-2%	2%	-20%	1%	1	0.0%	7%	1%	1%	-1%	11%
CCN1CCN(C(=O)c2cc(COc3ccc4ncccc4c3)on2)CC1	1%	4%	-12%	-5%	-3	0.2%	?	-7%	-1%	-6%	4%
CC(C)c1ncc(C(O)c2cccc3ccccc23)n1C (configuration not stated)	1%	-11%	0%	3%	20	-0.6%	-1%	-9%	-2%	0%	7%
COc1ccc(S(=O)(=O)n2cccc2)cc1OC	0%	-5%	-16%	-3%	9	-0.2%	14%	-7%	-3%	0%	-14%
COc1cc(OC)c(OC)cc1NC(=O)CC1COc2ccccc2O1 (configuration not stated)	0%	-2%	-11%	-2%[46.1 µM]	7	2.1%	?	.	-5%	-1%	-2%
CCN(CC)C(=O)[C@H]1C[C@H](CC(=O)NCCCN(C)C)C(=O)N2CCc3c([nH]c4ccc(Cl)cc34)[C@]12C	0%	0%	?	-4%[46.1 µM]	27	1.1%	?	-9%	-2%	.	-4%
CCCS(=O)(=O)c1nc(S(=O)(=O)c2ccc(C)cc2)c(N2CCN(CCO)CC2)s1	4%	-2%	1%	-4%	29	0.0%	1%	-1%	0%	1%	-2%
COc1ccc(C(=O)NCC(=O)OCC(=O)Nc2cc([N+](=O)[O-])ccc2F)cc1	-4%	3%	-26%	-2%	-11	-0.1%	?	2%	-1%	1%[9.22 µM]	6%
Cc1ccc(-c2ccc(=O)n(CCC(=O)NCc3ccccn3)n2)cc1	-2%	4%	?	-8%	-9	-0.4%	-2%	-2%	0%	1%	2%
CN(CC(=O)Nc1ccc(Cl)c(S(=O)(=O)N(C)C)c1)Cc1ccccc1	6%	-15%	-1%	0%	-7	-0.2%	?	-5%	-4%	-5%	-4%
COc1ccc(C(=O)Nc2ccc(S(=O)(=O)NC(C)=O)cc2)cc1	3%	0%	13%	3%	10	-0.3%	12%	.	-6%	-19%	3%
COc1ccc(CNc2nc3ccccc3n2Cc2ccc(C)cc2)cc1OC	-10%	0%	?	-3%[46.1 µM]	20	4.3%	-18%	2%	-5%	4%	-9%
Cc1ccc(N2CC(C(=O)N3CCN(C(=O)c4ccco4)CC3)CC2=O)cc1 (configuration not stated)	1%	-1%	-4%	0%	-3	-0.2%	16%	3%	-4%	-3%	3%
O=C(NCc1ccccc1)c1cc(=O)c2ccccc2o1	1%	19%	-2%	0%	0	-0.5%	?	6%	0%	1%	-2%
CCCc1cc(-c2nc(-c3ccc(Cl)cc3)cs2)ccn1	0%	1%	?	-7%	-2	0.3%	15%	-1%	1%	-7%	-23%
O=C(CSc1nc2c([nH]c3ccccc32)c(=O)n1-c1ccccc1F)NCC1CCCO1 (configuration not stated)	1%	-1%	?	-16%	-2	-0.9%	?	10%	-2%	1%	-9%
CCOc1ccc(NC(=O)CSc2nc(=O)n(Cc3cccnc3)c3c2CCC3)cc1	-1%	3%	0%	-6%	3	0.2%	14%	-5%	-1%	-8%	2%
O=C(CCC(=O)Nc1ccccc1Cl)NNS(=O)(=O)c1ccc(Cl)cc1	1%	3%	?	-1%	-4	0.0%	-2%	0%	0%	0%	4%
CN(C(=O)c1ccc(NC(=O)Cc2ccc(NC(=O)C3CCN(C(=O)C4CCCCC4)CC3)cc2)cc1)C1CC1	1%	4%	2%	1%	-2	0.1%	13%	6%	1%	7%	-3%
CN(C(=O)c1cccs1)c1ccccc1C(=O)O	3%	-4%	?	-49%	4	-0.2%	10%	1%	-9%	-6%	6%
C/C(=N\OC(=O)c1ccc(C)cc1)c1c(C)nc2cc(C)ccn12	-2%	-2%	-2%	-4%	7	0.0%	-2%	-3%	2%	-1%	2%
Cc1ccccc1S(=O)(=O)N1[C@@H](c2ccc(Cl)cc2)C(C(=O)O)=CC[C@H]1c1ccc(Cl)cc1	-21%	-6%	?	7%	-3	-0.8%	0%	-18%	-3%	.	-19%
Cc1c(NC(=O)OC(C)C)sc(=S)n1C	-2%	2%	-1%	3%[46.1 µM]	-6	?	10%	5%	-2%	-4%	-9%
COc1ccc(CC(NC(C)=O)C(=O)NC2CCN(S(=O)(=O)c3ccccc3)CC2)cc1OC (configuration not stated)	0%	0%	2%	10%	-1	-0.3%	3%	.	-2%	-7%	-3%
Cc1cc(N2CCN(C3CCCC3)CC2)n2c(nc3ccccc32)c1C#N	2%	0%	3%	-2%[46.1 µM]	3	-0.6%	-3%	0%	-4%	-8%	-6%
CCOC(=O)C(C)Oc1ccc2c(CC)cc(=O)oc2c1C (configuration not stated)	1%	1%	2%	6%	-9	-0.1%	2%	-6%	-4%	3%	-34%
COc1cc(OC)c(-c2sc(Nc3ccccc3)n[n+]2-c2ccc(F)cc2)cc1OC	-1%	0%	-13%	2%	2	-1.1%	?	20%	-3%	2%	12%
O=C(CNC(=O)c1ccccc1F)OCn1nnc2ccccc2c1=O	1%	1%	3%	-11%	-6	0.3%	?	-13%	-1%	-1%	-22%
O=C(OCC(F)(F)C(F)F)c1ccccc1C(=O)Oc1ccc(F)cc1F	-1%	4%	0%	-3%	19	0.5%	0%	.	-4%	-1%	-5%
c1ccc(-c2c[n+]3c(n2-c2ccccc2)CCC3)cc1	-5%	0%	-1%	8%	0	-0.4%	?	?	-1%	2%	-3%
CC(Sc1nc2cc(Cl)ccc2s1)C(=O)Nc1ccc2c(c1)OCO2 (configuration not stated)	2%	0%	3%	-3%[46.1 µM]	2	-0.4%	?	-2%	0%	27%	4%
COc1ccc(-n2c(SCC(=O)Nc3ccccc3OC)nc(O)c(Cc3ccccc3)c2=O)cc1	2%	-1%	0%	-2%	3	-0.3%	?	-7%	-6%	-3%	25%

This is a random part of the collection (roughly 3% active in at least one column).
